Screening results as filed in PubChem.
NCOA1 inh: SRC1 coactivator transcriptional activity inhibitors, primary screen, cell-based, luminescence; Nuclear receptor coactivator 1 (Homo sapiens), Q15788; HEK293 GAL4-SRC1 luciferase reporter; inhibition, % at 3.6 µM; AID 588354, 2011; hit rate 0.12% among 360,000;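 active = inhibition above the campaign mean plus 3 SD, with each screening campaign given its own cutoff, cut at about 60% in these data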;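 note: 0% = DMSO treated cells and 100% = gossypol at 36 µM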
SRC2 inh: inhibition of GAL4-SRC2 driven luciferase reporter, primary screen, SRC2 inhibitor project, cell-based, luminescence; hit rate 0.17% among 370,000; inhibition, % at 9 µM; HEK293 GAL4-SRC2 luciferase reporter; Nuclear receptor coactivator 2 (Homo sapiens), Q15596; AID 651957, 2012;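 active = inhibition above the mean inhibition of all tested compounds plus 3 SD, set per campaign, cut at about 52% in these data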;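 note: 0% = DMSO treated cells and 100% = cells given Gossypol at 36 µM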
Target sequence (Q15596 whole entry, looked up, the tested form may be a part): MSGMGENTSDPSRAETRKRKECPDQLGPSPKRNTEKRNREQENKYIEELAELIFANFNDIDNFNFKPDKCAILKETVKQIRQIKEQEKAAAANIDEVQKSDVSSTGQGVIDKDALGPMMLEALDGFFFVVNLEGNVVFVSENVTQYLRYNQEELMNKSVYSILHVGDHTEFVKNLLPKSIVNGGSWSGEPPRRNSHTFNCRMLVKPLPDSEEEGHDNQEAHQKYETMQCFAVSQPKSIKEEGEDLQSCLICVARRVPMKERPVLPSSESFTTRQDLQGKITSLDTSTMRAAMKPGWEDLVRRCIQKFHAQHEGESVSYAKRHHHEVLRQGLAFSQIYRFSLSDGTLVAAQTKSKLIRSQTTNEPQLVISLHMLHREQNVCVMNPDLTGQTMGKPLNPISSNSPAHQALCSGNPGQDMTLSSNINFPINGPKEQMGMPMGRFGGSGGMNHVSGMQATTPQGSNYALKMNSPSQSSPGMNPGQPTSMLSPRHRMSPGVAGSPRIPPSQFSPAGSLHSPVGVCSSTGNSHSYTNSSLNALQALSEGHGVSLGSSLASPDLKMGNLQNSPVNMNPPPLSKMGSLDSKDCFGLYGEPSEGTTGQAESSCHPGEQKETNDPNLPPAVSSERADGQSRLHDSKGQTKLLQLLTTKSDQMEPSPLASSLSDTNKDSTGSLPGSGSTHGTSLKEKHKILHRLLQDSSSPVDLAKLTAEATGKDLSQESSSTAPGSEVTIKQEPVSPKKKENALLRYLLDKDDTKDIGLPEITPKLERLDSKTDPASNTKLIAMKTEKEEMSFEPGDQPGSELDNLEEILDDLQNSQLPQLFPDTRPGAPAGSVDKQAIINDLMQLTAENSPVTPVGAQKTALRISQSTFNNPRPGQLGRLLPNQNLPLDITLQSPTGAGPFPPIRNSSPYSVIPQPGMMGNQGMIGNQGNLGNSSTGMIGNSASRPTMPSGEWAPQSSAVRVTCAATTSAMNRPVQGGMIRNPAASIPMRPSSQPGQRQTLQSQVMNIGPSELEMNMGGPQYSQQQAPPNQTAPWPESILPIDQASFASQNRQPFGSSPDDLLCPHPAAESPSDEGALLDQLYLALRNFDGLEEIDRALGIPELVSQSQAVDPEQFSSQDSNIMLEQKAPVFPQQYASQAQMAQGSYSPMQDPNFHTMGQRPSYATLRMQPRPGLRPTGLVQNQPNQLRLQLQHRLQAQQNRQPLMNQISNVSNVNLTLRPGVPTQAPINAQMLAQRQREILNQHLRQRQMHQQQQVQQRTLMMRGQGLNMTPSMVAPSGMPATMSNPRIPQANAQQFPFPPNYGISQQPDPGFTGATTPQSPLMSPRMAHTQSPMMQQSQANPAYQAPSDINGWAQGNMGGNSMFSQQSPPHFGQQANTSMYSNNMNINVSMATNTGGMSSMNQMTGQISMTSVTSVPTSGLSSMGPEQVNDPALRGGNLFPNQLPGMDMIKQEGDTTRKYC
TWEAK Fn14 block: inhibitors of TWEAK-Fn14 signaling, primary screen, luciferase reporter cells, uHTS; AID 1159606, 2016; hit rate 2% among 360,000; inhibition, % at 10 µM; TWEAK-stimulated Fn14 reporter cells, luciferase luminescence, 8 h; in the data active = inhibition above about 50%
LRH-1 inv ag: LRH-1 (NR5A2) inverse agonists, primary screen, cell-based, luminescence, HEK293T, StAR-luciferase reporter | hit rate 0.13% among 360,000 | LRH-1 transfected, 24 h | inhibition, % at 3.6 µM;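 active = inhibition above the mean inhibition of all tested compounds plus 3 SD, cut at about 73% in these data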;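 note: 0% = DMSO wells and 100% = reporter-only cells lacking LRH-1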
EBV LMP1 NFkB: EBV LMP1-driven NF-kappaB luciferase reporter inhibitors, primary screen, cell-based, luminescence, single point | LMP1-induced NF-kappaB luciferase reporter cells | AID 504558, 2011 | hit rate 0.69% among 350,000 | inhibition, % at 12.5 µM; in the data active = inhibition above about 41%;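 note: 0% = neutral control wells and 100% = reference inhibitor control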
TROY NFkB inh: inhibitors of TROY-driven NF-kB signaling, primary screen, Q293 LMP1-TROYcd cells, NF-kB luciferase, uHTS | hit rate 0.98% among 360,000 | Q293 LMP1-TROYcd NF-kB luciferase reporter, 4 h | inhibition, % at 10 µM;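 active = compounds whose plate-normalised and pattern-corrected inhibition of the luciferase reporter signal at the single screening dose is 50% or more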
CF NFkB block: inhibitors of PAF-induced NF-kB signaling, primary screen, cell-based, GFP fluorescence, uHTS; hit rate 0.86% among 360,000; AID 588850, 2011; inhibition, % at 5 µM; KKLEB NF-kB-GFP reporter, GFP fluorescence overnight;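 active = at least 50% inhibition at 5 µM, scaled per plate between neutral and stimulator controls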;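 note: PAF is a Pseudomonas aeruginosa culture filtrate used as stimulus; plate controls were PAF-stimulated DMSO wells for no effect and unstimulated DMSO wells for full effect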
KKLEB cytotox: cytotoxicity in KKLEB CF airway cells, primary screen, cytotoxicity control for CF NF-kB inhibitor project, cell-based, uHTS, fluorescence assay plates; KKLEB CF airway cells viability, ATPlite luminescence, overnight; stronger effect = lower value; cells stimulated with P. aeruginosa culture filtrate; activity change (cytotoxicity), % at 5 µM; hit rate 0.36% among 360,000; AID 602141, 2011;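 active = corrected activity change at or below -50% at 5 µM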
NR2F2 inh: NR2F2 transcriptional activity inhibitors, primary screen, cell-based, luciferase reporter, HEK293T, luminescence | HEK293T NGFI-A luciferase reporter | inhibition, % at 8.6 µM | hit rate 0.7% among 370,000;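 active = inhibition above a per-plate cutoff, mean inhibition of test wells between control levels plus 3 SD, cut at about 38% in these data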;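 note: cells cotransfected with COUP-TFII expression vector driving the NGFI-A reporter; 0% = median of COUP-TF2 test wells and 100% = reporter-only cells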
SRC3 inh: SRC3 coactivator transcriptional activity inhibitors, primary screen, cell-based, luminescence; inhibition, % at 3.6 µM; HEK293 GAL4-SRC3 luciferase reporter; hit rate 0.17% among 360,000; Nuclear receptor coactivator 3 (Homo sapiens), Q9Y6Q9; AID 588352, 2011;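 active = inhibition above a per-campaign cutoff, the mean of all compounds plus 3 SD, cut at about 60% in these data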;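 note: 0% = DMSO-treated cells and 100% = gossypol-treated cells at 36 µM; higher means less SRC3-driven luciferase light from the GAL4 reporter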
TRAIL sens C8: viability loss with TRAIL in NB7+C8 cells, primary screen, TRAIL sensitizer project, cell-based, ATPlite luminescence | AID 624354, 2012 | hit rate 1% among 360,000 | inhibition (viability loss, TRAIL sensitization), % at 10 µM;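 active = compounds causing at least 50% loss of cell viability in the single-dose screen, relative to plate controls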
An asterisk follows results filed as active; . = not tested or not shown. Hits appear at their usual frequency; any-hit rate near 4.2%.

SMILES	NCOA1 inh	SRC2 inh	TWEAK Fn14 block	LRH-1 inv ag	EBV LMP1 NFkB	TROY NFkB inh	CF NFkB block	KKLEB cytotox	NR2F2 inh	SRC3 inh	TRAIL sens C8
CC1C(=O)N(Cc2cn(CCC3OCCO3)nn2)CCS(=O)(=O)N1Cc1ccc(-c2ccccc2)cc1 (stereo not drawn)	-40.6	-6.8	4.7	4.0	6.8	8.4	-3.8	0.0	3.7	-22.0	-11.5
COc1cccc(CSC(C(=O)O)c2ccccc2)c1 (stereo not drawn)	6.9	-12.3	-9.9	6.6	-1.0	-3.6	1.1	-0.7	13.1	9.8	-9.6
CCOc1ccccc1N1CCN(C(=S)NCc2ccc(Cl)cc2)CC1	-7.0	0.7	19.1	26.5	-2.7	11.8	-5.3	6.1	21.0	9.5	-14.8
CCOc1ccc(-c2cccc(NS(=O)(=O)c3cc([N+](=O)[O-])ccc3Cl)c2)nn1	0.4	-24.2	-14.0	-1.2	-9.0	3.0	-25.0	14.8	-9.0	6.7	8.9
O=C(CSc1ncnc2ccccc12)c1ccc2c(c1)OCCO2	-58.7	8.4	-70.5	-100.8	-12.4	54.3*	16.2	5.2	-10.2	-63.5	31.2
CCc1ccc2oc(-c3cc(N)cc(C)c3O)nc2c1	-72.9	-78.7	-3.1	-69.1	-44.5	27.8	10.5	-10.0	-40.0	-77.8	20.7
COc1ccc2[nH]c3c(c2c1)CCN1C(=O)N([C@@H](C)C(=O)NCc2ccc(F)cc2)C(=O)[C@]31C	-21.5	-9.7	17.7	-8.6	2.8	13.2	-8.2	11.5	12.5	0.9	16.2
Cc1ccc(-c2ccc(/C=C(\C#N)C(N)=S)o2)c([N+](=O)[O-])c1	-29.3	14.2	-15.4	-2.0	-10.4	-3.8	5.3	-1.9	-38.5	20.0	1.8
Cc1cc(C)c2c(n1)sc1c(=O)[nH]c(SCc3ccccc3)nc12	-6.8	0.8	-0.6	-2.5	-0.8	7.6	1.6	6.7	4.3	-18.3	8.7
C[C@H](CO)N1C[C@H](C)[C@@H](CN(C)Cc2cccc3c2OCCCO3)OCc2cnnn2CCCC1=O	14.9	-36.3	-8.8	-11.9	-0.4	-1.9	27.0	-10.0	4.6	-0.9	-4.9
CN1C(=O)N(C)C2(c3ccccc3)NNC(N)=NC12c1ccccc1 (stereo not drawn)	1.2	3.0	0.5	-11.9	-3.9	-4.2	4.2	2.2	-1.2	16.9	-2.6
CC(C)OCCCn1c(NN)nc2ccccc2c1=O	11.4	4.6	-12.3	6.1	0.5	-9.2	-12.6	5.8	-3.6	18.2	15.7
Cc1nc2ccccn2c1C(=O)NNS(=O)(=O)c1ccc(Cl)cc1	3.1	-16.3	5.5	-13.5	2.2	-2.0	-2.0	7.8	-5.7	16.1	0.4
Cc1ccc(C(=O)Cn2nnc(-c3cccs3)n2)cc1	-7.1	-37.1	-27.4	-11.5	-15.9	-40.1	-4.6	-14.3	-10.6	9.0	-14.7
COc1ccccc1C1N(c2ccc(F)cc2)C(=O)C2CCCN21 (stereo not drawn)	3.4	13.1	-5.6	-15.6	27.0	-3.8	10.6	5.7	-5.1	-5.5	0.1
CCOc1ccc(-n2c(N)c(-c3nc4ccccc4[nH]3)sc2=S)cc1	-8.0	-21.1	-24.9	-6.3	0.9	-26.0	20.2	-8.7	-11.0	-4.9	-14.8
COc1ccccc1N1CCN(Cc2cc(=O)oc3cc(C)ccc23)CC1	12.1	-22.5	8.9	11.0	.	1.7	-10.0	-0.3	-8.3	-16.0	8.9
CCOC(=O)C1C(=O)NC(SCC(=O)OC)=C(C#N)C1c1ccccc1OCC (stereo not drawn)	8.3	.	16.6	6.0	-4.5	-23.1	-2.6	9.7	.	2.2	13.7
COc1ccc(N2CC(C(=O)N[C@@H](C)C(=O)NCCc3ccccc3)CC2=O)cc1 (stereo partly drawn)	-23.7	-4.6	12.7	6.0	-0.5	-8.0	7.5	0.9	-0.8	-43.4	-8.4
Cc1c(C(=S)Nc2ccccc2)cnn1-c1ccccc1	-62.6	-19.5	-15.2	-95.2	-11.7	-52.3	3.5	-2.3	-36.8	-61.0	5.5
O=C(NCc1nc2ccccc2[nH]1)C1=C[C@H](C2CC2)C[C@H](OCCCCO)O1	6.8	-10.6	-5.4	-3.0	1.3	7.5	-23.6	2.3	1.9	2.1	-11.0
COc1ccc(N(CC(=O)NCc2ccco2)C(=O)CCC(=O)Nc2nccs2)c(OC)c1	-6.9	-3.3	8.8	-6.7	9.8	11.8	-6.2	4.8	-3.9	-24.6	-14.3
COc1ccc(CC(O)COS(N)(=O)=O)cc1 (stereo not drawn)	-1.5	-5.1	11.6	-10.8	-2.3	-14.0	-4.9	0.8	3.0	-11.3	-3.2
CC(C)(C)c1nnc(NC(=O)CN2C(=O)C3C4C=CC(C4)C3C2=O)s1 (stereo not drawn)	-14.1	-31.8	10.9	-23.2	-5.8	1.7	-2.6	-4.6	17.7	-4.3	-2.2
CCCC(=O)N1CCc2cc(-c3nc(N)sc3C)ccc21	-55.9	-21.1	-3.2	-35.6	-19.9	-4.1	-5.2	3.6	-13.9	-44.1	8.5
O=C(O)c1c[nH]c2ccc(F)cc2c1=O	-5.4	0.6	1.1	6.7	-4.1	2.7	15.7	-13.6	-4.6	-4.4	-0.7
Cn1c(SCC(=O)Nc2ccccc2)nnc1-c1ccc(NC(=O)CCc2ccccc2)cc1	-2.4	16.2	3.9	-6.0	5.7	27.5	-6.4	-6.1	15.8	3.9	18.8
CCOC(=O)c1sc2nc(NC(=O)C3CC3)sc2c1C	-4.9	-49.0	-44.0	-10.4	-31.7	-51.2	-12.8	-10.3	-1.6	-10.3	1.5
FC(F)(F)C1CCCN(c2nsc3ccccc23)C1 (stereo not drawn)	-12.4	.	7.5	12.9	-6.2	-12.2	-15.1	3.3	.	-7.7	-8.8
O=C(Nc1cccc(Cl)c1)N1CCN(C/C=C/c2ccccc2)CC1	-0.9	-2.3	19.3	-1.9	7.9	-1.7	-9.9	3.4	5.2	1.8	-4.8
COc1ccc(C(CNS(=O)(=O)c2cccc(F)c2)N2CCCC2)cc1 (stereo not drawn)	-17.2	-10.7	-8.6	-13.7	2.8	10.4	7.8	-12.3	16.5	15.9	2.2
CC(C)CN1CCNC(=O)C1CC(=O)N(C)CC1CCOCC1 (stereo not drawn)	-7.1	-27.2	11.0	4.9	-11.9	3.0	-3.1	8.9	-7.6	3.7	-8.8
CC[n+]1c(C=C2C=C(C)OC(C)=C2)sc2ccccc21	52.8	-58.2	19.9	75.6*	14.3	35.5	-21.6	-5.3	76.8*	67.9*	29.1
Fc1cnc(N2CCOCC2)nc1N1CCOCC1	-27.7	15.0	-0.5	-3.5	3.6	11.7	5.3	-5.2	13.6	-5.9	0.6
COc1ccc(S(=O)(=O)N2CCCCCC2)cc1NC(=O)Cc1cccc(C(F)(F)F)c1	0.4	18.9	-1.9	0.4	-11.6	-5.1	10.4	5.2	10.3	8.6	6.6
CCCCN(CC)C(=O)c1cc2c(=O)[nH]c3ccc(C)cc3c2s1	-2.0	-10.2	-17.2	0.7	3.2	0.0	14.6	-3.3	-2.1	-5.3	23.2
COc1ccnc(Oc2ccc(C)cc2)c1C#N	-29.3	-45.8	-25.4	-46.9	4.3	-33.1	8.6	-2.6	-12.3	-19.0	6.8
Cc1occc1C(=O)NCCCCc1ccccc1	-23.5	-4.2	-3.6	-19.5	-4.4	-6.5	-3.5	-0.1	-20.6	-14.9	-6.0
Cc1cccc(NC(=O)CCSc2ccccn2)c1	-15.0	-26.9	17.3	-25.2	-1.9	-65.8	13.3	0.0	-18.8	-42.8	-5.1
O=C1CCCCC(=O)[C@H](OC(=O)c2ccccc2)C[C@H](c2ccccc2)O1	.	-9.5	14.4	-9.4	.	-6.8	.	.	19.5	.	67.0*

Of the compounds above, these have a COOH group.
SMILES	NCOA1 inh	SRC2 inh	TWEAK Fn14 block	LRH-1 inv ag	EBV LMP1 NFkB	TROY NFkB inh	CF NFkB block	KKLEB cytotox	NR2F2 inh	SRC3 inh	TRAIL sens C8
COc1cccc(CSC(C(=O)O)c2ccccc2)c1 (stereo not drawn)	6.9	-12.3	-9.9	6.6	-1.0	-3.6	1.1	-0.7	13.1	9.8	-9.6
O=C(O)c1c[nH]c2ccc(F)cc2c1=O	-5.4	0.6	1.1	6.7	-4.1	2.7	15.7	-13.6	-4.6	-4.4	-0.7

New compounds follow.
SMILES	NCOA1 inh	SRC2 inh	TWEAK Fn14 block	LRH-1 inv ag	EBV LMP1 NFkB	TROY NFkB inh	CF NFkB block	KKLEB cytotox	NR2F2 inh	SRC3 inh	TRAIL sens C8
O=C(NCCC(=O)N(CCc1ccccc1)Cc1ccccc1)c1ccccc1Cl	0.4	-0.8	-1.0	-6.2	0.8	-2.1	11.0	-2.1	-3.8	7.7	10.6
COc1cc2c(cc1OC)C(c1cccs1)N(C(=O)C(C)C)CC2 (stereo not drawn)	3.1	14.2	-14.3	-0.2	3.0	2.9	13.8	-6.1	-8.2	9.8	13.6
COc1cc(/C=C2\SC(=S)N(CCCCC(=O)O)C2=O)ccc1OS(=O)(=O)c1ccc(C)cc1	-7.2	1.0	-2.2	-22.8	0.4	46.0	13.3	-9.0	-10.3	-10.5	17.3
COc1ccc(/C=c2\sc3nc(=O)c(C)nn3c2=O)c(OC)c1	-1.6	5.5	-2.4	7.7	2.0	6.2	10.3	-3.5	7.7	8.3	3.2
CCOC(=O)C1CCCN(C2CCN(Cc3nc(Cc4ccccc4)no3)CC2)C1 (stereo not drawn)	15.7	12.0	1.7	20.3	-0.4	-14.2	-6.8	-5.6	3.2	11.7	-0.9
COc1ccc(CNC(=O)C2Cc3c(-c4ccccc4Oc4ccccc4)ccnc3O2)cc1OC (stereo not drawn)	-13.2	2.8	36.2	23.4	.	19.7	6.6	2.2	18.9	-3.4	-14.7
Cc1cc(/C=N/NC(=O)c2ccoc2C)cc(C)c1O	-74.4	-56.0	-30.6	-120.0	-38.3	-62.9	-8.6	26.1	-49.8	-79.7	-6.2
Cc1ccnc(NS(=O)(=O)c2ccc(NS(C)(=O)=O)cc2)n1	-12.4	18.7	10.5	-17.2	-6.3	12.9	-1.2	1.9	-1.9	-9.8	-3.6
c1csc(-c2cc(N3CCCCC3)c3ccccc3n2)c1	-0.6	-9.7	5.5	-2.8	-2.5	-47.5	5.8	-1.6	1.1	5.8	-0.3
CC1CC(=O)NC(=O)N1Cc1ccccc1 (stereo not drawn)	-7.3	-1.8	22.8	0.7	3.1	-6.7	10.9	3.2	14.1	-20.3	2.4
